High-throughput results as filed in PubChem BioAssay.
PhoP GFP inhibition: PhoP regulon inhibitors, Salmonella typhi PhoP promoter GFP reporter, confirmatory (AID 1850) | Salmonella Typhi PhoP-promoter GFP reporter, fluorescence, 4 h; higher % means a stronger effect | inhibition, % at 50 µM; hits with a dose series show IC50 in µM | hit rate 0.33% among 310,000; in the data active means a potency from the dose series; inconclusive means inhibition mostly from about 25% at the one dose, without a potency; inactive means the rest, 99 in 100 with inhibition below about 19%;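 further: 0% = induced wells with vehicle and 100% = uninduced wells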
M. tuberculosis: growth inhibition of non-replicating M. tuberculosis (AID 488890) | one-dose inhibition, % at 25 µM; IC50 in µM for titrated hits | Mycobacterium tuberculosis non-replicating, growth inhibition; higher % means a stronger effect | hit rate 0.39% among 320,000; in the data active means a potency from the dose series; inconclusive means inhibition mostly from about 82% at the one dose, without a potency; inactive means the rest, 99 in 100 with inhibition below about 76%;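 further: plate controls were DMSO cells for no effect and high antibiotic wells for full effect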
VEEV TC-83 Vero: inhibitors of VEEV TC-83 cytopathic effect, confirmation, Vero cells (AID 588727). Vero cells, VEEV TC-83 cytopathic effect inhibition; higher % means a stronger effect. inhibition, % at 20 µM; hits with a dose series show IC50 in µM. hit rate 0.13% among 350,000; in the data active means a potency from the dose series; inconclusive means inhibition mostly from about 14% at the one dose, without a potency; inactive means the rest, 99 in 100 with inhibition below about 12%; further: strong numbers were not always called active
H37Rv inhibition: M. tuberculosis growth inhibition, HTS (AID 449762); hit rate 0.59% among 330,000; M. tuberculosis H37Rv growth inhibition, 7H9 media; higher % means a stronger effect; inhibition, % at 25 µM, or IC50 in µM where a hit was titrated; in the data active means a potency from the dose series; inconclusive means inhibition above about 70% without an active follow-up result;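 further: bacterial growth assessed after seven days of incubation; strong numbers were not always called active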
influenza NS1A: NS1A inhibition, H1N1 influenza, cell based functional assay (AID 504329). hit rate 0.3% among 340,000. inhibition, % at 12.5 µM; hits with a dose series show IC50 in µM. NS1A functional cell-based assay, percent inhibition; higher % means a stronger effect; in the data active means a potency from the dose series; inconclusive means inhibition above about 27% without an active follow-up result; further: strong numbers were not always called active
VEEV TC-83 Vero 10K pilot screen: second read-out of VEEV TC-83 Vero, no call of its own (marks repeat the call); inhibition, %; measured here: 10K pilot screen inhibition
An asterisk follows results filed as active; i = inactive; ? = inconclusive; · = no result given; & = joins results of further samples. Outcome played no part in choosing rows; overall some 1.5% were active at least once.

SMILES	PhoP GFP inhibition	M. tuberculosis	VEEV TC-83 Vero	H37Rv inhibition	influenza NS1A	others
O=C(O)c1ccc(CSc2n[nH]c(-c3ccco3)n2)cc1	12%	-10%	3.4%	-4%	1%
CCSc1nc2sc3c(c2c2nnc(SCC(=O)NCc4ccco4)n12)CCCC3	-5%	35%	·	-6%	·
Clc1ccc(CSc2nnc(-c3ccncc3)o2)c(Cl)c1	2%	79%	0.1%	10%	-10%
Cc1cc(NS(=O)(=O)c2ccc(NC(=O)Nc3ccccc3)cc2)no1	-1%	17%	0.1%	-10%	2%
COc1cc2c(cc1OC)-c1cc(N3CCCCCC3)nc(=O)n1CC2	0%	7%	7.1%	-3%	-10%
CCCc1cc(NCc2ccccn2)n2c(nc3ccccc32)c1C#N	7%	11%	8.7%	12%	-4%
CCC1(O)CC(c2ccccc2)=NN1C(=O)c1ccccc1F (stereo unspecified)	-23%	3.5µM*	2.4%	-4%	-18%
CCOC(=O)C1CCN(C(=O)CNC(=O)Cn2c(C)cc3ccccc3c2=O)CC1	6%	-6%	i	3%	6%
Cc1cc(=O)[nH]c2c1c(C)nn2C1CCOC(C)(C)C1 (stereo unspecified)	4%	-1%	1.1%	2%	-7%
Nc1cccc(-n2cccc2)c1	9%	53%	1.2%	?	8%
CN(C(=O)c1cccc(NC(=O)Cc2ccc([N+](=O)[O-])cc2)c1)C1CCC1	·	29%	0.4%	5%	-2%	VEEV TC-83 Vero 10K pilot screen=0.2
COc1cccc(Nc2ncnc3ccccc23)c1	15%	2%	1.4%	-6%	-6%

Taken from above, four compounds:
SMILES	PhoP GFP inhibition	M. tuberculosis	VEEV TC-83 Vero	H37Rv inhibition	influenza NS1A	others
Cc1cc(=O)[nH]c2c1c(C)nn2C1CCOC(C)(C)C1 (stereo unspecified)	4%	-1%	1.1%	2%	-7%
Nc1cccc(-n2cccc2)c1	9%	53%	1.2%	?	8%
CN(C(=O)c1cccc(NC(=O)Cc2ccc([N+](=O)[O-])cc2)c1)C1CCC1	·	29%	0.4%	5%	-2%	VEEV TC-83 Vero 10K pilot screen=0.2
COc1cccc(Nc2ncnc3ccccc23)c1	15%	2%	1.4%	-6%	-6%

Continued:
SMILES	PhoP GFP inhibition	M. tuberculosis	VEEV TC-83 Vero	H37Rv inhibition	influenza NS1A	others
O=C1[C@@H]2[C@@H]3C[C@@H]([C@H]4ON=C(c5ccc(Cl)cc5)[C@@H]34)[C@@H]2C(=O)N1C1CCCCC1	-4%	32%	0.4%	0%	-5%
Cc1cnc2ncc3sccc3c2c1	-5%	49%	1.2%	-8%	4%
CS(=O)(=O)N1CCC(C(=O)Nc2cc(Cl)ccc2Cl)CC1	13%	·	1.0%	-11%	0%
Cc1nn(-c2ccccc2)c2sc(C(=O)OCc3nnc(-c4ccccc4)o3)cc12	8%	17%	2.0%	-2%	0%
C=C(C)Cn1c(SCC(=O)O)nnc1-c1ccccc1	-8%	-9%	i	3%	-4%
OCC[C@@H]1C[C@@H](O)[C@H](O)[C@]2(CCCc3ccccc3O2)O1	-7%	-2%	1.7%	-3%	-1%
C/C(=N/NC(=O)c1cccs1)c1ccc(N2CCOCC2)cc1	-7%	6%	0.1%	-6%	10%
O=C(Nc1ccc(SC(F)F)cc1)c1ccccc1F	4%	42%	i	-2%	-8%
CCOC(=O)c1sc(-c2ccccc2)nc1C	5%	-11%	1.0%	-6%	7%
Cc1ccc(O)c(CNc2cnc3ccccc3c2)c1	0%	75%	2.8%	?	-14%
CC(C)CCNC(=O)Cc1c(C(=O)O)[nH]c2ccc(Cl)cc12	-2%	13%	3.2%	-1%	4%
COc1c2ccc(C(=O)NCc3cc(C(F)(F)F)cc(C(F)(F)F)c3)cc2nn1C	0%	9%	1.2%	0%	-7%
COC(=O)c1[nH]c2ccc(C)cc2c1NC(=O)c1ccccc1[N+](=O)[O-]	-2%	0%	0.1%	13%	-3%
COCCn1nnnc1C(C(C)C)N1CCC(Cc2ccccc2)CC1 (stereo unspecified)	-1%	38%	i	5%	1%
O=C(Cn1nc(-c2ccccc2)ccc1=O)N1CCOCC1	20%	·	0.8%	5%	28%
CCOc1cc(CNCCSc2nnnn2C)cc(Br)c1OCc1ccccc1F	3%	60%	i	66%	1%
CCOC(=O)CN(C(=O)Cn1nnc2ccccc21)C(C(=O)NCCOC)c1ccccc1 (stereo unspecified)	-8%	-18%	i	-8%	23%
O=C(O)C1(c2ccccc2)CCN(S(=O)(=O)c2ccc(Br)cc2)CC1	4%	-9%	0.9%	3%	19%
NS(=O)(=O)c1cccc(NC(=O)c2cccc(-c3ccc(O)cc3)c2)c1	14%	6%	2.2%	4%	10%
O=C(Nc1cc(Cl)ccc1C(=O)O)c1ccc(CN2C(=O)c3ccccc3C2=O)cc1	-2%	22%	0.7%	0%	3%
COc1cc(C(=O)OC(C)C(=O)NC(=O)NC2CCCCC2)ccc1OC(F)F (stereo unspecified)	·	32%	3.0%	6%	-3%
CCc1cccc(C)c1NC(=O)CN(C)Cc1ccc(Br)cc1	-10%	34%	i	12%	-2%
Cc1cc(=O)oc2cc(N3C(=O)CC(Cc4ccccc4)C3=O)ccc12 (stereo unspecified)	2%	-16%	1.2%	2%	-6%
Cc1c(CCOC(=O)c2cc([N+](=O)[O-])cc([N+](=O)[O-])c2)sc[n+]1CCCCS(=O)(=O)[O-]	5%	6%	0.6%	6%	-7%
O=C(CCN1CCN(CCO)CC1)Nc1ccc(F)c(F)c1	7%	-8%	1.7%	0%	-5%
O=C(O)C(=O)/C(=C\c1ccc(Cl)cc1)c1ccc2ccccc2n1	-10%	7%	1.4%	8%	3%
C/C(N)=C(/C#N)C(=O)COC(=O)CC1CCCC1	0%	41%	0.7%	-2%	-3%
O=C(COC(=O)c1ccco1)Nc1nnc(-c2ccccc2)o1	-7%	·	i	36%	-2%
Cc1ccccc1/C=C1\CCCc2ccccc2C1=O	6%	15%	5.5%	0%	-9%
CCOc1cc(NC(=S)NCc2ccccc2)c(OCC)cc1NC(=O)C(C)C	-6%	?	2.1%	0%	6%
CC(=O)c1nn(-c2cccc(C(F)(F)F)c2)c(=O)[nH]c1=O	1%	-20%	0.3%	6%	-5%
CN1CCN(C(=O)c2ccccc2NC(=O)c2sc3ccccc3c2Cl)CC1	-50%	34%	1.4%	5%	-1%
COc1ccc(Br)cc1C(=O)Nc1cc(C)cc(C)c1	-5%	0%	1.2%	7%	-6%
O=C(CNCc1cccs1)Nc1ccc(OC(F)(F)F)cc1	3%	24%	0.2%	5%	17%
O=C(CCN1C(=O)C2C3C=CC(C3)C2C1=O)Nc1ccccc1 (stereo unspecified)	4%	-14%	i	-2%	0%
CCOC(=O)N1CCC(NC(=O)c2ccc3c(c2)ncn3C2CCCC2)CC1	-14%	2%	i	1%	4%
CCN(C(=O)COC(=O)c1ccc(Cl)cc1N)C1CCCCC1	1%	·	6.5%	7%	6%
O=C(NCc1nnc(SCC(=O)N2CCCC2)o1)c1ccc(F)cc1	-2%	-7%	2.4%	-2%	-3%
NNC(=O)CN1C(c2ccc(Cl)cc2)=Nc2ccc(Br)cc2C1c1ccccc1 (stereo unspecified)	3%	60%	i	0%	-1%
O=C(Nc1ncccn1)c1cccc(Cl)c1	3%	-10%	i	-14%	·
Cc1cc(NC(=O)CSc2nc3c(c(=O)n2-c2ccc(Cl)cc2)SCC3)no1	-10%	19%	i	8%	-7%
CC(C)Cn1c(=O)c2ccccc2n2c(CCC(=O)NC3CCN(Cc4ccccc4)CC3)nnc12	-4%	6%	0.5%	-10%	3%
COC(=O)c1ccc(CNC(=O)c2ccc(S(=O)(=O)N3CCCCCC3)cc2)cc1	·	·	0.9%	-2%	-4%
COc1ccc(N(CC(=O)NCc2ccccc2Cl)S(=O)(=O)c2c(C)noc2C)cc1	9%	17%	6.3%	3%	-1%
CCC(Oc1ccccc1)C(=O)OCC(=O)Nc1sccc1C(N)=O (stereo unspecified)	·	25%	1.3%	-1%	10%
Cc1occc1C(=O)Nc1cnn(CCCC(=O)O)c1	0%	-5%	i	-2%	-8%
Cc1cc2oc3cc(NCCC4CCCN4C)ccc3c(=O)c2cc1C (stereo unspecified)	18%	?	1.2%	48%	7%
CCCCCC(=O)N1CCN(S(=O)(=O)c2ccc3c(c2)OCCCO3)CC1	-1%	-6%	0.8%	-1%	-9%
Cc1cc(NC(=O)CSc2nccn2C)no1	1%	-10%	0.7%	-4%	0%
O=C(NCCN1CCNC1=O)C1CCC(=O)N(CCc2ccccc2)C1 (stereo unspecified)	-7%	1%	0.8%	-14%	-3%
O=C(CSc1nccn(-c2ccc3c(c2)OCCO3)c1=O)Nc1ccccc1	0%	3%	4.0%	4%	2%
Cc1cc(N2CCN(C(=O)c3ccco3)CC2)n2nc(C)nc2n1	12%	-6%	i	5%	-3%
CCn1c2ccccc2c2cc(NC(=O)c3ccccc3-c3ccccc3C(=O)O)ccc21	5%	76%	0.8%	-3%	-8%
CCN(CC)S(=O)(=O)c1ccc2[nH]c(=O)cc(C(=O)NCC(c3ccco3)N3CCCC3)c2c1 (stereo unspecified)	-4%	-9%	0.4%	-2%	-14%
CCn1c(SCC(=O)O)nnc1-c1ccccc1OC	-18%	-4%	i	3%	0%
C[C@H](CCC(=O)O)[C@H]1CC[C@H]2[C@@H]3CC[C@@H]4C[C@H](O)CC[C@]4(C)[C@H]3C[C@H](O)[C@]12C	11%	13%	1.6%&2.9%&2.6%	-1%	-1%&-2%&-1%
CC(C)c1ccc(S(=O)(=O)N2CCN(C(=O)CN3C(=O)NC(C)(c4ccccc4)C3=O)CC2)cc1 (stereo unspecified)	5%	-14%	0.2%	-2%	-3%
O=C(Cn1nnc(-c2cccs2)n1)OC1CCCCC1	5%	?	0.6%	4%	3%
Cc1cc(/C=C2/C(=O)NC(=O)N(Cc3ccco3)C2=O)c(C)n1-c1ccccc1	-4%	3%	0.4%	-2%	-1%
CCOc1cc(-c2ccc(N)c(OCC)c2)ccc1N	-12%	21%	0.9%	7%	12%

4 records picked at random from the list so far:
SMILES	PhoP GFP inhibition	M. tuberculosis	VEEV TC-83 Vero	H37Rv inhibition	influenza NS1A	others
O=C(NCCN1CCNC1=O)C1CCC(=O)N(CCc2ccccc2)C1 (stereo unspecified)	-7%	1%	0.8%	-14%	-3%
C[C@H](CCC(=O)O)[C@H]1CC[C@H]2[C@@H]3CC[C@@H]4C[C@H](O)CC[C@]4(C)[C@H]3C[C@H](O)[C@]12C	11%	13%	1.6%&2.9%&2.6%	-1%	-1%&-2%&-1%
Cc1cc(NC(=O)CSc2nccn2C)no1	1%	-10%	0.7%	-4%	0%
CCN(CC)S(=O)(=O)c1ccc2[nH]c(=O)cc(C(=O)NCC(c3ccco3)N3CCCC3)c2c1 (stereo unspecified)	-4%	-9%	0.4%	-2%	-14%

Next section:
SMILES	PhoP GFP inhibition	M. tuberculosis	VEEV TC-83 Vero	H37Rv inhibition	influenza NS1A	others
COc1ccccc1N(CC(=O)NCC1CCCO1)C(=O)CNS(=O)(=O)c1ccc(Cl)cc1 (stereo unspecified)	0%	-2%	5.0%	-4%	12%
COc1ccc(-n2nc(C(=O)NCC(=O)N3CCCCCC3)c3ccccc3c2=O)cc1OC	8%	-9%	6.3%	-5%	1%
CCOc1cc(C(=O)OC(C)C(=O)Nc2ccc(S(N)(=O)=O)cc2)ccc1OCC(=O)N1CCOCC1 (stereo unspecified)	8%	-13%	1.6%	-6%	-14%
O=C(NC1CCCCC1)c1cccnc1Sc1ccccc1	7%	-1%	1.3%	-2%	-8%
Cc1ccc(-c2noc(CCC(=O)Nc3ccc4c(c3)OCO4)n2)cc1	8%	71%	0.7%	57%	4%
Cc1cc(=O)n2nc(N3CCCC3C(=O)Nc3ccc(C(C)C)cc3)sc2n1 (stereo unspecified)	7%	2%	2.1%	-11%	-3%
